Screens (PubChem)
Mtb UGM inh: inhibitors of M. tuberculosis UDP-galactopyranose mutase; inhibition, % at 10 µM; actives 0.06% (n = 320,000); purified UGM, fluorescence polarization probe displacement; AID 504406; in the data active = inhibition above about 10%, passing the limit was not always enough; inconclusive = no clear call, values can overlap the other calls
Y pestis TopoI: blocks Yersinia pestis topoisomerase I activity | activity, % at 10 µM | AID 504884 | actives 0.064% (n = 360,000) | Y. pestis Topo-I cleavage product accumulation, plate reader; in the data active = activity above about 50%, passing the limit was not always enough; inconclusive = no clear call, values can overlap the other calls; note: inactives centre near 2
Mtb BioA inh: blocks M. tuberculosis BioA enzyme activity; purified M. tuberculosis BioA enzyme, plate reader; inhibition, % at 9.99 µM; actives 0.096% (n = 360,000); in the data active = inhibition above about 40%; inconclusive = no clear call, values can overlap the other calls
TcdB GH inh: blocks C. difficile toxin B glycohydrolase activity; P18177; TcdB glycohydrolase enzymatic assay, plate reader; inhibition, % at 9.99 µM; actives 0.24% (n = 350,000); in the data active = inhibition above about 10%
Target sequence (P18177 whole entry, looked up): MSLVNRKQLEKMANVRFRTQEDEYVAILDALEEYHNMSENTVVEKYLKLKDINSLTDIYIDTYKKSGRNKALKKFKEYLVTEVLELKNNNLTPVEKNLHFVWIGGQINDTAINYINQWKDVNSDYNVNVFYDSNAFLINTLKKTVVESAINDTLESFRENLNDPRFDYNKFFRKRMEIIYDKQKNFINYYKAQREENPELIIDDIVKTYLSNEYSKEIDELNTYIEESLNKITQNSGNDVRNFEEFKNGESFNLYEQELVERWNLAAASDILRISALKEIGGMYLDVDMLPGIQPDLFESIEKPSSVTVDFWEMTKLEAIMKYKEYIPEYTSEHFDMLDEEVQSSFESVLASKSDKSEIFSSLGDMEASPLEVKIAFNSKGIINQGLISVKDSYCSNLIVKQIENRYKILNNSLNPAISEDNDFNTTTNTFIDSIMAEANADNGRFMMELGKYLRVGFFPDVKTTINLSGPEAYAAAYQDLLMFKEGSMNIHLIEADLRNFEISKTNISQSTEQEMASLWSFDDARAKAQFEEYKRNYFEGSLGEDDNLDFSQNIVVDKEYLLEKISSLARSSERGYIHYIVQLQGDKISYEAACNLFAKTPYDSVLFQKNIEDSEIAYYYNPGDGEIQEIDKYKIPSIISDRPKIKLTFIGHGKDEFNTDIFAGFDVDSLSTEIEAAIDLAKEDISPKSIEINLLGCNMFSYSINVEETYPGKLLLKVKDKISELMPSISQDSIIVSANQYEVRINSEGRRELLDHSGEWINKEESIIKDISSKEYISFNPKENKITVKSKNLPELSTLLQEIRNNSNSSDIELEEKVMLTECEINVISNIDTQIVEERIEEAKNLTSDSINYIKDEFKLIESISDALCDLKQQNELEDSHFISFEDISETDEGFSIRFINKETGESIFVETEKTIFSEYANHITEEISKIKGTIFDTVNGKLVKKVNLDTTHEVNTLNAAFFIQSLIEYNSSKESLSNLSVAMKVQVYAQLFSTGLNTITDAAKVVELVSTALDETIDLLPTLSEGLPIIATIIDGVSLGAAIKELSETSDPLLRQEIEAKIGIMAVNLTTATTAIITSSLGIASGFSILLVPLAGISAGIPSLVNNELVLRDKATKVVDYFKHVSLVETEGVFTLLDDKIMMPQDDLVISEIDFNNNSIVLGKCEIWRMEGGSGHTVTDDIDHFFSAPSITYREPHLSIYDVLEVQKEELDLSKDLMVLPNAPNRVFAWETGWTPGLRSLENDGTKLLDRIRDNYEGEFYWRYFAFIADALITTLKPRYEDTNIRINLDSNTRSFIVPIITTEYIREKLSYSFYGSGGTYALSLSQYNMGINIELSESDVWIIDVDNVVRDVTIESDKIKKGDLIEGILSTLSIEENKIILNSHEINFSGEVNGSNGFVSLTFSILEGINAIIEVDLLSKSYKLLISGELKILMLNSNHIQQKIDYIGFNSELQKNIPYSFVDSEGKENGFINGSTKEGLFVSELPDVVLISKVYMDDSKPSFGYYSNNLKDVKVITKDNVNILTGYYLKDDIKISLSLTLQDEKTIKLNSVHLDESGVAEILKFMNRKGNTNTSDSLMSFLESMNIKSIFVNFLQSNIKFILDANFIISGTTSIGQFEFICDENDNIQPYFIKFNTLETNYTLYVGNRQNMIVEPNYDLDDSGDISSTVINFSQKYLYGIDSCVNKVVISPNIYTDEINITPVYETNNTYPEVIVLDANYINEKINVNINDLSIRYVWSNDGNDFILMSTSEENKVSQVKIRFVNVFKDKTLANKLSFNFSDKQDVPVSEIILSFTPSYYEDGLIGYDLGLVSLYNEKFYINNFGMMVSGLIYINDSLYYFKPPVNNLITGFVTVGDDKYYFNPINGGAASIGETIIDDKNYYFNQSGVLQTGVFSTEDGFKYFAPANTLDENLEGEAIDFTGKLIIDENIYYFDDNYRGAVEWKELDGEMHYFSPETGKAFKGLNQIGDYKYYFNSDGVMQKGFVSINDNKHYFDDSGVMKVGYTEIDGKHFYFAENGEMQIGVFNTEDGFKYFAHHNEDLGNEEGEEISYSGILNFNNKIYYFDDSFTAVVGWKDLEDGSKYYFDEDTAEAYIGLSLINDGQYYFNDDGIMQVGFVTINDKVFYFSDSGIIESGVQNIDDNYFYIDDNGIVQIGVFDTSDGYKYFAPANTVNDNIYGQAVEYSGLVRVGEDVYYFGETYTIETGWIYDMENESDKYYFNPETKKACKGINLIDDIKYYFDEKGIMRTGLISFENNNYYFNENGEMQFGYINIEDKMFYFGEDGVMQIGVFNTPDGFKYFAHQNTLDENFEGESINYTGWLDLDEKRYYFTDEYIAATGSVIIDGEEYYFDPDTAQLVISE
Vc quorum ag: induces V. cholerae light production without autoinducers; V. cholerae BH1578 lux reporter, luminescence, 6 h; activation, % at 18.7 µM; actives 0.16% (n = 350,000); AID 588436; in the data active = activation mostly above about 9.7%, no sharp cut-off; inconclusive = no clear call, values can overlap the other calls; inactive = mostly below about 3.7%; note: not every result past the cut was called active; inactives centre near 0; reference of the scale not given here
GDH-TPI counter: counter-screen for M. tuberculosis FBA inhibitors: GDH-TPI coupled enzymes; GDH-TPI coupled enzyme counterscreen, NADH absorbance; inhibition, % at 4.8 µM; actives 1.2% (n = 360,000); in the data active = inhibition above about 30%;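 note: 0% = DMSO wells and 100% = wells lacking the enzyme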
Mtb FBA inh: inhibits M. tuberculosis FBA enzyme | P9WQA3 | purified M. tuberculosis FBA, fluorescence read-out | inhibition, % at 1 µM | actives 2.3% (n = 360,000); in the data active = inhibition above about 27%;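 note: 0% = vehicle and 100% = reference inhibitor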
PfHsp40 yeast: compounds rescuing yeast from Plasmodium falciparum HSP40 toxicity; AID 504582; actives 0.68% (n = 340,000); S. cerevisiae expressing PfHsp40, growth rescue, ATP luminescence; growth rescue, % at 12.5 µM; in the data active = growth rescue above about 28%, passing the limit was not always enough; inconclusive = no clear call, values can overlap the other calls;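 note: yeast W303a lacking pdr1 and pdr3 grown in galactose medium; growth measured after three days at 30 °C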
FadD28 binding: inhibitors of Mycobacterium tuberculosis FadD28 bisubstrate binding; FadD28 bisubstrate probe binding, fluorescence polarization; inhibition, % at 12.5 µM; actives 0.22% (n = 360,000); in the data active = inhibition above about 8.5%, passing the limit was not always enough; inconclusive = no clear call, values can overlap the other calls
Numbers without * were called inactive; i = inactive; ? = inconclusive; nt = not tested or not shown.

SMILES	Mtb UGM inh	Y pestis TopoI	Mtb BioA inh	TcdB GH inh	Vc quorum ag	GDH-TPI counter	Mtb FBA inh	PfHsp40 yeast	FadD28 binding
Cc1ccc(S(=O)(=O)N2CCc3cc4c(cc3C2C)OCCCO4)cc1 (stereo not drawn)	-1.5	30	0.5	-0.1	-0.3	7	2	3.3	0.9
COc1ccc(/C=N/n2cnc3scc(-c4cccs4)c3c2=O)cc1OC	-2.5	23	nt	nt	-0.2	9	8	0.6	0.5
COc1ccc(OC)c(-c2cc(C(=O)Nc3cccc(Cl)c3)no2)c1	-1.3	3	-0.3	-2.0	5.6	-6	-1	0.6	-4.1
Cc1ccc(-n2nnc3c(=O)n(CC(=O)OCc4ccccc4)cnc32)cc1	1.9	12	-0.6	0.9	i	11	7	-0.8	-1.0
COc1ccccc1NC(=O)C1CCCN1S(=O)(=O)c1ccc(Cl)cc1 (stereo not drawn)	3.1	6	0.0	-0.6	-0.5	-3	-1	-0.7	-2.8
Cc1cc(-c2n[nH]c(=S)n2Cc2ccco2)nn1C	-0.2	-2	1.3	3.9	0.7	-5	5	-1.4	0.2
O=C(COc1cc(O)c2c(=O)c3ccccc3oc2c1)OCc1ccccc1	-0.7	-1	-1.6	1.6	4.2	14	1	-1.2	-1.1
COc1ccc(-c2nn(-c3ccccc3)cc2C(=O)O)cc1OC	0.9	4	-1.0	0.4	-1.8	10	24	0.2	0.4
COC(=O)C1CCN(C(=O)C2CCN(C(=O)[C@@H](NS(=O)(=O)c3ccc(C)cc3)C(C)C)CC2)CC1	-0.6	-7	-3.0	-1.3	-0.2	3	3	-2.5	-0.4
CCCCOP(=O)(c1ccc(N(C)C)cc1)C(O)c1ccncc1 (stereo not drawn)	1.8	7	0.6	nt	1.4	-12	5	-1.9	3.3
CCC(=O)NC1=C(NC(C)c2ccccc2)C(=O)c2ccccc2C1=O (stereo not drawn)	-3.1	4	1.5	nt	i	5	-13	-0.3	-5.2
CC(=O)NNC(=S)Nc1cc(S(=O)(=O)N(C)C)ccc1C	1.4	-4	nt	nt	-0.2	8	2	-1.2	-1.0
C=CCNC(=O)C1CCN(c2c([N+](=O)[O-])cc(C(F)(F)F)cc2[N+](=O)[O-])CC1	1.0	1	nt	nt	0.7	3	3	1.0	0.0
NS(=O)(=O)c1cccc(NC(=O)CSc2nnc(-c3ccccc3)o2)c1	2.7	-6	nt	2.9	i	3	3	0.3	-3.6
Cc1ccc(Cl)c(NC(=O)COC(=O)c2nn(C)c(=O)c3ccccc23)c1Cl	-1.8	6	0.2	1.1	i	-5	-3	8.6	-1.0
CCCCN1C(=O)c2ccc(C(=O)NCc3ccco3)cc2C1=O	-0.2	3	0.1	1.0	i	-1	0	0.2	1.1
O=C(c1ccccc1Cl)N(C(=O)c1ccccc1Cl)c1nccc(-c2cccs2)n1	-1.3	-12	nt	nt	-0.3	18	-1	1.4	1.2
Cc1nc2ccccn2c1C(=O)OCC#N	-2.8	3	0.1	-0.5	-0.3	5	0	-0.1	1.1
CC[C@@]1(C(=O)OC)N[C@H](CN(C)C(=O)C2CCCCC2)[C@@H]2C(=O)N(C)C(=O)[C@@H]21	-1.6	-5	0.6	1.2	1.0	8	1	-1.4	-1.3
Cc1ccc(NC(=O)COc2ccccc2C(N)=O)cc1S(=O)(=O)N1CCCCCC1	nt	23	-0.5	-1.8	-0.3	-3	1	0.0	-7.1
Cc1ccc(NCCc2ccc(C)nc2)cc1	0.6	-3	-0.6	nt	i	6	-1	17	-1.5
COc1ccc2c(c1)oc1c(SCc3nc4ccccc4[nH]3)nc(C)nc12	2.6	30	8.0	0.0	-0.7	18	1	5.8	-13
CCOC(=O)C1CCN(CC(=O)Nc2cc(S(=O)(=O)N3CCOCC3)ccc2C)CC1	-2.7	-4	-3.3	-0.1	i	-2	-2	-0.1	-2.0
COc1ccc(CN(C)C(=O)C(CCSC)NS(=O)(=O)c2ccc3c(c2)OCCO3)c(OC)c1OC (stereo not drawn)	nt	20	-1.4	1.8	-0.3	7	0	1.5	-2.2
O=C(O)COc1ccccc1/C=N/NC(=O)CSc1nnc(SCc2cccc3ccccc23)s1	1.0	-1	nt	-1.2	-2.2	3	-4	0.8	-5.9

Single entries from the results shown:
Mtb UGM inh with COC(=O)C1CCN(C(=O)C2CCN(C(=O)[C@@H](NS(=O)(=O)c3ccc(C)cc3)C(C)C)CC2)CC1 stands at -0.6
Mtb BioA inh with Cc1nc2ccccn2c1C(=O)OCC#N stands at 0.1
FadD28 binding with COc1ccc(/C=N/n2cnc3scc(-c4cccs4)c3c2=O)cc1OC stands at 0.5

Returning to the listing; the 3 compounds before the break are reprinted first.
SMILES	Mtb UGM inh	Y pestis TopoI	Mtb BioA inh	TcdB GH inh	Vc quorum ag	GDH-TPI counter	Mtb FBA inh	PfHsp40 yeast	FadD28 binding
CCOC(=O)C1CCN(CC(=O)Nc2cc(S(=O)(=O)N3CCOCC3)ccc2C)CC1	-2.7	-4	-3.3	-0.1	i	-2	-2	-0.1	-2.0
COc1ccc(CN(C)C(=O)C(CCSC)NS(=O)(=O)c2ccc3c(c2)OCCO3)c(OC)c1OC (stereo not drawn)	nt	20	-1.4	1.8	-0.3	7	0	1.5	-2.2
O=C(O)COc1ccccc1/C=N/NC(=O)CSc1nnc(SCc2cccc3ccccc23)s1	1.0	-1	nt	-1.2	-2.2	3	-4	0.8	-5.9
Cc1ccc(NC(=O)/C(Cl)=C/c2ccccc2)cc1C	-2.5	34	0.8	nt	-0.2	-3	-4	-2.4	0.1
CCOC(=O)CS(=O)(=O)c1nc(-c2ccc(F)cc2)cc(C(F)(F)F)n1	-0.6	2	5.1	nt	-0.8	2	8	0.1	-2.6
COc1ccccc1C(=O)NCCC(=O)Nc1ccc(S(=O)(=O)N2CCCC(C)C2)cc1 (stereo not drawn)	0.3	27	0.6	-1.7	-0.6	6	1	0.2	-0.6
COc1cccc(-c2c(NC(=O)c3ccco3)oc3ccccc3c2=O)c1	2.6	1	-0.8	1.2	-0.4	24	0	-0.4	-1.6
Cc1ccc(C(C[N+](=O)[O-])n2nc(C)cc2C)cc1 (stereo not drawn)	-1.3	-9	-0.8	nt	i	-2	0	1.2	-3.8
O=C(NCCCNC(=O)c1cnccn1)c1cccc(F)c1	0.1	-6	nt	0.4	-0.1	3	-4	-1.1	nt
CC(=O)Nc1ccc(NC(=O)CSc2ncnc3c2cnn3Cc2ccccc2)cc1	1.4	-7	-2.5	1.3	-1.4	1	0	nt	-1.4
CCCn1c(C)nnc1SCC(=O)NC1CCCCC1	2.1	-6	-0.2	0.2	i	-3	-2	0.3	-2.7
O=C(O)[C@H](CSCc1ccccc1)NS(=O)(=O)c1ccc(F)cc1	-2.4	-3	nt	0.1	-0.4	-3	3	0.3	-1.3
O=C(CCN1C(=O)c2ccccc2C1=O)NCCC1=CCCCC1	0.7	-2	-5.5	nt	-1.0	0	1	1.2	1.6
CN(C)c1ccc(CNCC2CCCO2)cc1 (stereo not drawn)	0.1	2	-1.1	-6.6	-1.6	0	-2	-1.2	-1.5
O=C(O)C(Nc1nc(C(F)(F)F)nc2ccccc12)c1ccccc1 (stereo not drawn)	-1.0	-3	-0.9	-5.3	-0.3	-2	1	-0.7	-3.3
Cc1cccc2nc(CSc3nc4[nH]ncc4c(=O)n3-c3cccc(Cl)c3)cc(=O)n12	-0.3	34	0.4	nt	-0.3	20	1	-0.3	-1.5
Cc1ccc(S(=O)(=O)NCc2ccccc2)cc1C(=O)N(C)Cc1ccc(F)cc1	1.1	29	1.4	0.4	nt	8	1	2.1	0.9
CCOC(=O)c1c(NC(=O)C2CCCO2)sc2c1CCC2 (stereo not drawn)	3.0	17	-1.4	nt	-0.2	7	2	-0.5	-2.2
COc1ccccc1NC(=O)COc1ccc(C(=O)OCC(=O)N(C(C)C)C(C)C)cc1OC	3.5	22	-1.2	nt	-0.3	1	33*	0.2	-2.2
CC(=O)N1c2ccc(S(=O)(=O)N3CCOCC3)cc2CC1C (stereo not drawn)	-0.9	3	0.0	-12	-0.3	0	-1	1.5	-1.6
CCCCCCCCCCCCN1C/C(=C\C(=O)OCC)c2cc(C(F)(F)F)ccc2S1(=O)=O	-1.0	?	-3.6	1.1	-0.2	7	-1	8.5	1.3
COc1ccc(C(C)=O)cc1CSc1nnc(-c2ccncc2)o1	2.4	0	22	0.2	-1.1	7	0	0.7	-0.4
CC(=O)N1CCN(C(=O)CCc2cc(C(C)(C)C)c(O)c(C(C)(C)C)c2)CC1	3.9	2	0.0	1.2	0.4	6	-3	-0.6	0.8
Cc1ccc(C)c(Cn2c(=O)n(CCCC(=O)NCc3ccco3)c(=O)c3sccc32)c1	-1.2	9	-0.1	nt	i	4	1	-0.4	0.5
COc1ccc(/C=C2\SC(=S)N(CCCCCC(=O)Nc3cc(C)on3)C2=O)cc1OC	-0.4	1	-1.3	0.4	i	1	-1	-0.7	-1.1
COc1ccc(C2=NN(C(=O)CSc3nc4ccccc4s3)C(c3ccc(F)cc3)C2)cc1 (stereo not drawn)	-0.5	22	nt	0.7	-0.2	18	2	0.2	-3.0
CCCCCC(=O)Nc1cccc(C2=NOC3(C2)C[C@@H](C(N)=O)N(C(=O)CC(c2ccccc2)c2ccccc2)C3)c1 (stereo partly drawn)	2.4	-4	-0.5	1.2	i	-1	-2	3.0	-1.4
Cc1cc([N+](=O)[O-])ccc1NC(=O)CCC(=O)N1CCCCC1	-1.3	-7	-4.2	1.1	-0.2	4	2	-0.3	0.6
(listing goes on)
SMILES	Mtb UGM inh	Y pestis TopoI	Mtb BioA inh	TcdB GH inh	Vc quorum ag	GDH-TPI counter	Mtb FBA inh	PfHsp40 yeast	FadD28 binding
C#CCOc1ccccc1/C=N/NC(=O)c1ccccc1OCc1ccccc1	-2.1	9	-0.3	0.6	-1.6	6	-1	2.5	-5.1
COc1cc(/C=C2/SC(=S)N(CCC(=O)Nc3cccnc3)C2=O)cc(OC)c1OC	nt	-1	0.2	0.9	0.0	5	1	nt	0.1
O=C(NCc1cccnc1)c1ccccc1NC(=O)c1c(F)cccc1F	0.8	-3	1.2	1.6	-0.5	0	-1	-0.3	0.3
CCCCCCCCCCCC(=O)NC1CCS(=O)(=O)C1 (stereo not drawn)	-0.3	3	nt	0.5	i	-1	-4	1.9	-1.6
Cc1cc(=O)n2c(C(=O)Nc3ccc(C(=O)OC(C)C)cc3)c(C(=O)Nc3ccccc3)sc2n1	-1.6	1	nt	0.5	-1.9	8	2	-0.8	-1.4
COc1ccc(CN(C(=O)c2snc(C(N)=O)c2N)C(C(=O)NC2CCCC2)c2ccco2)cc1 (stereo not drawn)	-2.1	9	0.4	0.5	-0.5	9	1	1.3	-3.8
Cc1ccccc1NC(=O)CNc1ccccc1N1CCCCC1	0.7	8	-1.1	nt	14	4	0	-0.4	-1.3
COC(=O)CNc1c(-c2ccccc2)nc2ccc(Br)cn12	-0.4	-6	1.6	nt	-0.6	13	2	0.3	1.4
O=C(COc1ccc(S(=O)(=O)N2CCCC2)cc1Cl)N1CCN(c2ccccc2)CC1	-0.6	27	-3.2	0.4	-2.8	7	-2	0.5	1.0
COc1cccc(N2CCN(Cc3nc4ccccc4c(=O)[nH]3)CC2)c1	2.7	-3	-0.6	nt	i	8	1	0.1	-2.1
COc1ccc(NC(=O)CN2C(=O)CSc3ccc(S(=O)(=O)N4CCC(C)CC4)cc32)cc1	0.6	32	-0.1	-0.6	-0.3	-4	-2	0.0	-3.8
CC(=O)c1ccc(S(=O)(=O)N2CCN(S(=O)(=O)c3ccccc3C(F)(F)F)CC2)cc1	-0.2	5	nt	-1.3	i	2	1	-3.0	-0.7
CC1CCCCC1NC(=O)C1CCC(CNc2c(N3CCCCC3)c(=O)c2=O)CC1 (stereo not drawn)	-3.0	1	nt	0.0	i	4	1	-0.5	0.1
Cc1ccc(Nc2nc(N)c([N+](=O)[O-])c(NCc3ccco3)n2)cc1	0.2	-6	nt	nt	i	17	1	-0.2	-1.6
COc1ccc(C(=O)Nc2ccc(C3(C#N)CCCC3)cc2)cc1	-0.4	2	-3.2	1.2	-0.2	4	1	-0.9	-2.4
COc1ccccc1N(CC(=O)N1CCN(c2ccccc2)CC1)S(=O)(=O)c1ccc(C)cc1	3.2	17	-1.0	0.4	nt	4	-2	1.3	-1.5
